GPR55 LPI antagonism = GPR55 antagonists blocking LPI-driven arrestin recruitment, primary screen, imaging, U2OS, beta-arrestin-GFP, LPI agonist (AID 2013) | U2OS GPR55 beta-arrestin-GFP translocation imaging, LPI antagonism; higher % means a stronger effect | one-dose inhibition, % at 10 µM; IC50 in µM for titrated hits | hit rate 0.13% among 290,000;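 active = spots per cell inhibited over 60%, with over 100 cells counted and total cytoplasm intensity under 500,000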;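 note: U2OS cells stably carrying GPR55 and arrestin-GFP stimulated by 5 µM LPI near EC80; imaged beta-arrestin-GFP aggregate spots per cell after agonist stimulation; plate controls were LPI-stimulated DMSO wells for no effect and DMSO wells without LPI for full effect; some results filed as inactive read as strong as hits; confirmed hits need IC50 under 10 µM and bright autofluorescent wells are also inconclusive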
Lipid droplet = modulators of hepatic lipid droplet formation. hit rate 0.4% among 240,000. AID 1656. inhibition, % at 6.5 µM. AML12 mouse hepatocytes, oleate lipid droplets, BODIPY imaging;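 active = lipid droplet intensity inhibited by at least 50%, with more than 500 cells counted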
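Material – AML12 mouse liver cells · Also added – oleate loading, 100 µM · Compound dosing – 6.5 µM single-point dosing · Times – overnight treatment with compound plus oleate · Measured by – fluorescence imaging, 20x objective, two fields per well · Read-out – percent inhibition of filter-corrected integrated lipid droplet intensity per well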
T cell HTS = modulates CD8 T cell binding to vesicles; hit rate 0.068% among 330,000; calls only at 7 µM; AID 2052; 2C CD8+ T cell-vesicle binding, flow cytometry; hits give low values;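 active = response, share of CD8 T cells binding vesicles, and their 90th percentile fluorescence all below set limits, cut at about 80% in these data, passing the limit was not always enough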
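Benchmarks: naked versus QL9-loaded vesicles / Assay system: purified 2C TCR transgenic mouse naive CD8+ T cells / Technique: high-throughput flow cytometry with anti-B7-1 and anti-CD8 staining / Timing: Cell–vesicle co-incubation 1.5 h at 37 °C, staining 20 min on ice / Read-out: percent CD8+ FL2 mean versus row control / Probe or stimulus: QL9-loaded Drosophila micro-vesicles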
NTR1 ag = agonists of NTR1, primary screen, imaging, U2OS cells, beta-arrestin-GFP, high content (AID 493036). P30989. NTR1-U2OS beta-arrestin-GFP spot imaging, agonist mode. activation, % at 20 µM. hit rate 0.17% among 330,000;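 active = activation at or above 40% of the spot to cytoplasm intensity ratio, with at least 20 cells analyzed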;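 note: 0% = DMSO without peptide and 100% = 100 nM NTR1 peptide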
Target sequence (P30989 whole entry, looked up): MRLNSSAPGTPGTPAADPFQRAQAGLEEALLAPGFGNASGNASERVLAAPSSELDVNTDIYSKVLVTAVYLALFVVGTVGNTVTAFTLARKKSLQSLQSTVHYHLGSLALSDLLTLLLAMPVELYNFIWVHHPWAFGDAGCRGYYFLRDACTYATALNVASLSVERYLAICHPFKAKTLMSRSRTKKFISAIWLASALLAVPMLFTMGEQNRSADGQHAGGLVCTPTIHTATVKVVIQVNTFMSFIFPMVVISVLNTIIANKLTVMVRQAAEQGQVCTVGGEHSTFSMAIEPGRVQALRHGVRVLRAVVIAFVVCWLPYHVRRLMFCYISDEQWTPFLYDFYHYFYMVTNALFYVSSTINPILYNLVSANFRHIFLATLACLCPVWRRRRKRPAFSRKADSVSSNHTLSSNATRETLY
LYP inhibition = inhibitors of LYP phosphatase, biochemical, fluorescence intensity, uHTS (AID 1779) | recombinant LYP phosphatase, fluorescence intensity; higher % means a stronger effect | inhibition, % at 11.5 µM, or IC50 in µM where a hit was titrated | hit rate 0.054% among 290,000; in the data active = inhibition above about 50%;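 note: plate controls were vehicle with enzyme for no effect and no enzyme for full effect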
GPR55 beta-arrestin = GPR55 agonists via beta-arrestin recruitment, primary screen, imaging, U2OS cells, beta-arrestin-GFP redistribution (AID 1961). U2OS GPR55 beta-arrestin-GFP redistribution imaging; higher % means a stronger effect. hit rate 0.048% among 290,000. one-dose activation, % at 10 µM; EC50 in µM for titrated hits;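 active = activation above 40% with more than 50 cells counted in the well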;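 note: U2OS osteosarcoma cells stably expressing GPR55 and beta-arrestin-GFP; plate controls were DMSO negative control for no effect and LPI positive control for full effect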
Rac1 GTP hydrolysis = MgcRacGAP GTPase-activating activity inhibitors, confirmation, biochemical, ADP Hunter fluorescence | AID 624330 | MgcRacGAP-stimulated Rac1 GTP hydrolysis, ADP Hunter fluorescence; higher % means a stronger effect; GST-tagged Rac1 F28L mutant substrate | hit rate 0.6% among 340,000 | one-dose inhibition, % at 30 µM; IC50 in µM for titrated hits;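 active = first-screen hits whose inhibition reached a set limit at any dose in the follow-up dose series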;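 note: fluorescence reports GDP produced by GAP-driven GTP hydrolysis; strong numbers were not always called active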
GPR35 arrestin U2OS = inhibition of zaprinast-stimulated GPR35 beta-arrestin translocation – imaging, U2OS, beta-arrestin-GFP, zaprinast agonist, primary screen (AID 2058); U2OS GPR35 beta-arrestin-GFP translocation imaging, zaprinast antagonism; higher % means a stronger effect; hit rate 0.052% among 290,000; inhibition, % at 10 µM, or IC50 in µM where a hit was titrated;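 active = inhibition of at least 50% with at least 30 cells and total cytoplasm GFP at most 10,000,000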
SV40 large T antigen = SV40 large T antigen inhibitors, biochemical (AID 1903); SV40 large T antigen ATPase/helicase inhibition assay; higher % means a stronger effect; inhibition, % at 20 µM, or IC50 in µM where a hit was titrated; hit rate 0.39% among 310,000; in the data active = a potency from the dose series; note: strong numbers were not always called active
Lipid droplet cells 6.5 µM = further read-out of Lipid droplet, marked with its call; cell count; measured here: cell count, cytotoxicity flag;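 cells counted across two imaged fields per well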
T cell HTS vesicle-bound % = also measured in T cell HTS; calls as there; double positive events, %; measured here: CD8+ vesicle-bound cell fraction;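 binding gate set so that unloaded-vesicle control wells show 10% double positive cells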
NTR1 ag cell count 20 µM = further read-out of NTR1 ag, marked with its call; cell count; measured here: cell count, cytotoxicity flag
Starred values were filed as active, the others as inactive; i = inactive; . = no result given.

smiles,GPR35 arrestin U2OS,GPR55 LPI antagonism,T cell HTS vesicle-bound %,SV40 large T antigen,NTR1 ag,T cell HTS,LYP inhibition,GPR55 beta-arrestin,Lipid droplet cells 6.5 µM,Rac1 GTP hydrolysis,Lipid droplet,NTR1 ag cell count 20 µM
O=C(COC(=O)c1cc2ccccc2oc1=O)Nc1cccc(Br)c1,.,.,28.1,6.8%,0.4,i,.,.,.,8.4%,.,47
O=C(COC(=O)c1ccccn1)NCc1ccccc1,8.1%,-2.3%,21.4,3.5%,1.0,i,-5.6%,0.0%,665,10.6%,9.0,64
Nc1nc2n(c1C(=O)c1ccccc1)CCC2,10.2%,1.2%,41.6,0.5%,-0.8,i,1.2%,-0.2%,753,7.1%,1.6,78
O=C(O)c1ccccc1Cc1nc2cc(Cl)ccc2c(=O)[nH]1,-2.9%,19.4%,28.3,8.8%,3.0,i,4.5%,-0.1%,646,0.7%,5.4,68
Cc1c(CC(=O)Nc2ccc(Cl)cc2)sc2ccc(Cl)cc12,-12.8%,14.9%,38.2,13.5%,0.4,i,-4.1%,0.1%,750,3.6%,-17.1,45
Clc1ccc(OCc2nc(-c3ccc(Br)o3)no2)cc1,6.0%,4.6%,39.9,0.8%,1.1,i,0.0%,0.2%,.,6.2%,.,90
CC1(C)CC(=O)C/C(=N/NC(=O)CCCOc2ccc(Cl)cc2Cl)C1,-5.9%,16.2%,25.9,12.3%,0.6,i,0.1%,-0.1%,.,7.1%,.,52
COc1cc2cc(CN(Cc3nnnn3Cc3ccccc3)CC3CCCO3)c(=O)[nH]c2cc1OC (centres undefined),-16.3%,-5.2%,.,-1.0%,.,.,-3.6%,-0.3%,.,12.9%,.,.
CCCC(c1nnnn1Cc1cccs1)N1CCN(c2ccc(OC)cc2)CC1 (centres undefined),1.0%,9.0%,19.3,22.2%,-3.2,i,-5.8%,0.3%,.,28.3%,.,91
Cc1cc(C(=O)N/N=C/c2ccc(-c3cccc(Br)c3)o2)n[nH]1,2.5%,5.3%,25.7,2.1%,1.6,i,-5.2%,0.0%,.,.,.,50
COCCNc1nc(-c2ccc(OC)cc2)c(-c2ccc(OC)cc2)s1,-4.3%,8.0%,23.5,12.7%,10.7,i,0.7%,1.9%,718,18.9%,3.5,33
CC(=O)c1ccccc1C(=O)N1CCCC(N2CCN(Cc3ccc4c(c3)OCO4)CC2)C1 (centres undefined),-0.1%,18.2%,63.3,4.6%,1.3,i,-8.0%,-0.1%,803,7.8%,4.4,60
COc1ccc(-c2cc(C(F)(F)F)n3ncc(C(=O)NCC4CCCO4)c3n2)cc1 (centres undefined),-3.4%,6.2%,.,-5.6%,.,.,-2.3%,-0.1%,665,5.3%,42.4,.
Cc1cc(NC(=O)c2cc3ncc(Br)cn3n2)no1,2.9%,5.9%,47.3,8.5%,-0.8,i,-1.7%,-0.1%,778,8.3%,-13.2,62
O=C1CN(C(=O)COC(=O)COc2ccc3c(c2)CCC3)c2ccccc2N1,-7.7%,-2.7%,20.7,14.7%,0.3,i,-9.5%,0.3%,.,-0.8%,.,54
O=C1CC(c2ccccc2)CC(O)=C1C=Nc1ccccc1 (centres undefined),8.3%,5.6%,27.0,2.6%,2.3,i,-5.9%,-0.3%,724,.,4.4,37
CCOC(=O)c1cc(-c2ccccc2)sc1NC(=O)CC(C)C,10.4%,-13.7%,18.5,-10.8%,-0.9,i,-4.4%,-0.1%,.,7.3%,.,99
COc1cccc(-n2c(C)nn(C)c2=O)c1,8.8%,0.9%,39.7,7.7%,3.5,i,3.7%,0.2%,538,5.1%,5.4,67
Cc1ccc(CNC(=O)c2ccc(N3CCCC3=O)cc2)cc1,5.7%,8.9%,53.9,5.6%,1.5,i,-7.6%,-0.1%,.,0.0%,.,42
COC1(c2ccccc2)NC(=S)NN=C1c1ccccc1 (centres undefined),7.2%,17.3%,49.4,10.4%,2.1,i,0.5%,-0.1%,810,1.6%,8.5,57
N#CCSc1nn(-c2ccc(F)cc2)c(=S)s1,6.4%,11.0%,51.2,0.4%,-1.6,i,-5.2%,-0.1%,696,6.2%,-0.6,44
NC(N)=Nc1nc2ccc(Cl)cc2c(=O)[nH]1,5.5%,10.8%,32.4,11.5%,.,i,-9.6%,-0.1%,641,7.7%,1.7,.
CCOc1cccc(NC(=O)C2CC(=O)N(C)C(=Nc3ccccc3)S2)c1 (centres undefined),-8.4%,5.9%,15.2,5.4%,3.1,i,-0.7%,0.0%,.,3.5%,.,46
O=C(Nc1ccccn1)c1ccc(Cl)s1,5.7%,-4.5%,34.5,3.8%,-0.3,i,-4.7%,-0.1%,816,9.0%,2.8,63
c1cc(CNC2=NCCCCC2)ccn1,2.8%,1.4%,44.7,2.3%,-1.0,i,-6.1%,0.0%,764,-3.0%,2.7,81

The closing 2 records of the section above lead into the next.
smiles,GPR35 arrestin U2OS,GPR55 LPI antagonism,T cell HTS vesicle-bound %,SV40 large T antigen,NTR1 ag,T cell HTS,LYP inhibition,GPR55 beta-arrestin,Lipid droplet cells 6.5 µM,Rac1 GTP hydrolysis,Lipid droplet,NTR1 ag cell count 20 µM
O=C(Nc1ccccn1)c1ccc(Cl)s1,5.7%,-4.5%,34.5,3.8%,-0.3,i,-4.7%,-0.1%,816,9.0%,2.8,63
c1cc(CNC2=NCCCCC2)ccn1,2.8%,1.4%,44.7,2.3%,-1.0,i,-6.1%,0.0%,764,-3.0%,2.7,81
CN(Cc1cn(C)nc1-c1cccc(Cl)c1)C1CCOCC1,12.2%,-6.7%,35.5,4.8%,0.9,i,-6.8%,-0.2%,666,-0.2%,-1.7,88
CN1CCN(NC(=O)c2cc(S(=O)(=O)Nc3ccc(Cl)cc3)ccc2Cl)CC1,11.6%,2.4%,52.0,8.5%,3.3,i,-4.3%,0.3%,694,6.5%,1.0,67
CCSc1nc2c(sc3ccccc32)c(=O)n1C(C)C,9.0%,-0.2%,39.0,12.4%,6.7,i,-3.9%,0.5%,.,5.1%,.,77
O=C(CNC(=S)NC(=O)c1ccccc1)c1ccccc1,0.0%,12.3%,34.0,6.5%,1.4,i,-3.1%,0.3%,606,6.2%,-1.4,41
COc1cccc(S(=O)(=O)Nc2cccc(C(=O)N3CCOCC3)c2)c1,-6.1%,6.4%,19.8,-3.9%,0.6,i,-7.4%,-0.2%,774,0.5%,7.5,67
Cc1ccn2c(=O)nc(SCC(=O)NC3CCCC3)nc2c1,.,.,40.8,4.0%,-0.8,i,.,.,.,8.3%,.,52
CCCCCn1c(CN2CCN(C(=O)OCC)CC2)nc2c1c(=O)[nH]c(=O)n2C,-14.5%,4.9%,41.6,-1.1%,-0.1,i,2.7%,0.2%,654,2.7%,-5.5,88
COc1ccc(CCNC(=O)c2ccc(=O)[nH]c2)cc1,-3.7%,11.2%,63.2,23.3%,2.2,i,0.6%,-0.2%,618,3.9%,0.3,40
CCOC(=O)c1ccc(N2C(=O)CC(N3CCCC(C)C3)C2=O)cc1 (centres undefined),8.7%,2.5%,28.6,0.0%,1.3,i,-8.4%,0.2%,765,-2.2%,11.6,83
COc1ccc(CNc2nc(-c3ccccc3)nn2C(=O)c2cccs2)cc1,16.4%,-10.3%,.,2.8%,5.0,.,5.8%,0.3%,721,6.2%,11.8,100
CCn1c(-c2cc3c(C(F)(F)F)nn(C)c3s2)n[nH]c1=S,-0.8%,11.0%,55.6,20.6%,0.5,i,6.7%,-0.1%,.,12.9%,.,43
CC(C)N(C)C(=O)c1ccc(OC2CCN(CCc3ccccc3)CC2)cc1,-2.2%,1.9%,18.7,-0.5%,1.4,i,-6.6%,0.8%,717,7.2%,1.1,53
Cc1nn(-c2ccccc2)c(Cl)c1/C=N/NC(=O)CNC(=O)c1ccccc1Cl,11.3%,-12.2%,61.5,1.5%,-1.1,i,-0.3%,-0.1%,673,12.0%,4.0,86
CN=C(Cc1ccccc1)C1=C(O)CC(C)(C)CC1=O,-5.4%,6.4%,8.6,21.7%,-0.6,i,0.5%,0.5%,708,-13.5%,-7.8,50
COc1ccc([N+](=O)[O-])cc1NC(=O)CSc1nc(C)c(C)c(C)n1,-2.4%,-3.8%,22.3,10.7%,-0.8,i,-7.2%,-0.3%,652,6.7%,17.6,42
COc1ccc(C(=O)O)cc1S(=O)(=O)N(C)CCc1cccnc1,1.7%,3.7%,35.1,8.1%,0.1,i,-4.5%,0.1%,.,7.5%,.,73
Cc1ccc(C2CC(=O)NC3=C2C(=O)CCC3)cc1Br (centres undefined),8.7%,11.0%,18.1,21.1%,5.6,i,-1.8%,0.3%,.,0.9%,.,40
CNC(=O)COC(=O)[C@@H](Nc1ccc(S(=O)(=O)N2CCOCC2)cc1[N+](=O)[O-])C(C)C,-10.3%,11.5%,18.9,-2.1%,0.0,i,-4.3%,-0.3%,656,7.5%,-2.4,58
COC(=O)c1c(NC(=O)C2CC2)sc(C(=O)Nc2ccccc2)c1C,5.7%,4.6%,11.3,13.1%,1.7,i,2.2%,-0.3%,708,5.6%,6.7,46
COc1ccc(N2C(=O)CC(N3CCC(O)(c4cccc(C(F)(F)F)c4)CC3)C2=O)cc1 (centres undefined),-1.5%,-3.3%,48.7,-0.6%,2.8,i,1.9%,1.1%,.,0.6%,.,92
Cc1ccc(N2C(=O)N(CC(=O)Nc3c(C)cc(C)cc3Cl)C(=O)C2C)cc1 (centres undefined),.,.,27.2,3.9%,-0.3,i,.,.,.,2.9%,.,41
Cc1sc2ncnc(N3CCCCC3C)c2c1C (centres undefined),-8.3%,7.2%,22.0,6.2%,2.1,i,-0.7%,-0.2%,.,4.0%,.,71
CC(C)c1ccc(NC(=O)c2ccc3c(c2)C(=O)N(Cc2cccnc2)C3=O)cc1,4.5%,15.5%,10.7,7.8%,3.1,i,-0.1%,0.2%,814,4.4%,0.7,58

Bioassay records deposited in PubChem BioAssay by several laboratories.
